human PMI inhibition: MPI enzyme activity inhibition – biochemical, fluorescence intensity, coupled assay, primary screen (AID 1209) | purified PMI enzyme, coupled fluorescence intensity; higher % means a stronger effect | inhibition, % at 20 µM, or IC50 in µM where a hit was titrated | actives 0.42% (n = 190,000);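 note: plate controls were DMSO vehicle for no effect and wells lacking substrate for full effect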
WT yeast gro inh: growth inhibition of WT yeast, mitochondrial fusion screen; mitochondrial fusion phenotypic screen, WT strain; inhibition, % at 10 µM; actives 2.1% (n = 190,000); AID 1362; in the data active = inhibition above about 58%; tested in S. cerevisiae
P. falciparum M1AAP: malaria alanyl aminopeptidase activity blockers – biochemical, fluorogenic H-Leu-NHMec substrate, 1536-well (AID 1445) | actives 0.42% (n = 220,000) | recombinant M1AAP, H-Leu-NHMec fluorogenic kinetic assay; higher % means a stronger effect | one-dose inhibition, % at 30 µM; IC50 in µM for titrated hits;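 active = primary inhibition above the hit cutoff, then over 50% inhibition at one or more dose response concentrations, cut at about 23% in these data, passing the limit was not always enough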;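 note: plate controls were DMSO full reaction for no effect and no enzyme background for full effect; strong numbers were not always called active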
P. falciparum M17LAP: P. falciparum M17LAP inhibitors, primary screen, biochemical, fluorogenic H-Leu-NHMec substrate, 1536-well (AID 1619); one-dose inhibition, % at 30 µM; IC50 in µM for titrated hits; actives 0.38% (n = 220,000); recombinant M17LAP, H-Leu-NHMec fluorogenic kinetic assay; higher % means a stronger effect;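 active = compound inhibiting the enzyme by more than half at any dose during confirmatory dose-response retesting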;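 note: plate controls were full reaction with DMSO carrier for no effect and no enzyme background for full effect; strong numbers were not always called active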
PMI inhibition: human PMI inhibitors, high substrate, primary screen, biochemical, fluorescence intensity, high mannose 6-phosphate (AID 1220) | inhibition, % at 20 µM; hits with a dose series show IC50 in µM | actives 0.66% (n = 190,000) | recombinant PMI enzyme, coupled fluorescence intensity; higher % means a stronger effect
Yfh1-off respiration: mitochondrial function rescue without frataxin homolog – Friedreich's ataxia, plus single-dose screen, dose response (AID 1465); S. cerevisiae Yfh1-off respiration, WST-1 reduction, 72 h; higher fold induction means a stronger effect; fold induction at 50 µM, or EC50 in µM where a hit was titrated; actives 0.074% (n = 220,000);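 active = fold induction of absorbance versus untreated yeast above a set limit, then at least 30% activation at any dose in follow-up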;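 note: activators that raise dye reduction in frataxin-depleted yeast; strong numbers were not always called active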
LYP phosphatase: inhibitors of LYP phosphatase, biochemical, fluorescence intensity, uHTS (AID 1779); inhibition, % at 11.5 µM, or IC50 in µM where a hit was titrated; actives 0.054% (n = 290,000); recombinant LYP phosphatase, fluorescence intensity; higher % means a stronger effect;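 note: plate controls were vehicle with enzyme for no effect and no enzyme for full effect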
TNAP activation fold: stimulation of alkaline phosphatase TNAP activity – biochemical, luminescent, no phosphate acceptor, uHTS, primary screen (AID 1001); purified TNAP, luminescent activation assay, no phosphate acceptor; higher activation fold means a stronger effect; activation fold at 20 µM; hits with a dose series show EC50 in µM; actives 0.03% (n = 200,000); in the data active = activation fold from about 3, or a potency from the dose series; inactive = the rest, 99 in 100 with activation fold below about 1.6; note: many of its hits are not listed in these tables
XIAP antagonists: small molecules displacing peptide from XIAP – biochemical, IAP family, fluorescence polarization (AID 1018). actives 0.007% (n = 200,000). displacement, % at 20 µM, or IC50 in µM where a hit was titrated. XIAP BIR domain, fluorescence polarization peptide displacement; higher % means a stronger effect; in the data active = displacement above about 50%; note: a part of the inactive calls stands beside numbers as strong as those of hits
WT yeast gro inh mutant strain: also measured in WT yeast gro inh; calls as there; inhibition, %; mitochondrial fusion phenotypic screen, mutant strain inhibition
Numbers without * were called inactive; i = inactive; . = no result given. Cut-off read from the data, not from the text of the source, unless noted: active = inhibition above about 50%; inactive = the rest.

SMILES	human PMI inhibition	WT yeast gro inh	WT yeast gro inh mutant strain	P. falciparum M1AAP	P. falciparum M17LAP	PMI inhibition	Yfh1-off respiration	LYP phosphatase	TNAP activation fold	XIAP antagonists
O=C(NCC(c1cccnc1)N1CCN(c2ccccc2F)CC1)c1ccccc1 (stereo not given)	-2%	2	4	-2%	3%	-5%	i	0%	1.2	-3.1%
Cc1c(NC(=S)NC(NC(=O)C(C)C)C(Cl)(Cl)Cl)c(=O)n(-c2ccccc2)n1C (stereo not given)	2%	5	10	8%	-4%	1%	i	-4%	1	-2.5%
COc1ccc(C2=CC(c3ccco3)n3ncnc3N2)cc1 (stereo not given)	-16%	10	12	15%	-17%	-20%	i	-1%	1.1	-6.1%
CSc1ccc2c(c1)N(CCC1CCCCN1C)c1ccccc1S2 (stereo not given)	-5%	85	90	9%	11%	1%	i	-6%	1	-4.6%
COc1ccc(N(CC(=O)Nc2cc(OC)ccc2OC)S(=O)(=O)c2c(C)nn(C)c2C)cc1	16%	12	-3	9%	-3%	22%	.	1%	1.1	-3.8%
Cc1cccc(OCC(=O)Nc2ccccc2C(F)(F)F)c1	-1%	21	-11	-5%	-11%	2%	i	-5%	1.1	-3.5%
CCC(C)c1ccc(OCCCCN2CCOCC2)cc1 (stereo not given)	2%	21	25	3%	1%	0%	i	-8%	1.2	-5.7%
N#Cc1cc2c([nH]c1=O)CCCC2	.	.	.	7%	-54%	.	i	-5%	.	.
CCCOc1ccc(/C(O)=C2/C(=O)C(=O)N(CCN(C)C)C2c2ccc(OC)c(OC)c2)cc1 (stereo not given)	-27%	-8	-2	1%	9%	-16%	i	0%	1.1	-10%
COC(=O)CC1SC(=O)NC1=Nc1ccc(OC)cc1 (stereo not given)	4%	16	1	3%	2%	-2%	i	0%	1	-4.0%
O=C(O)CCCC(=O)NNC(=O)c1cccc(Br)c1	2%	1	1	-1%	2%	4%	i	-7%	1.1	-3.1%
Cc1cccc(C(=O)NC(C(=O)Nc2nc(-c3ccccn3)cs2)C(C)C)c1 (stereo not given)	-8%	72*	-9.0*	-11%	-7%	-9%	i	5%	1.3	-5.8%
CN(C(=O)COC(=O)c1ccccc1C(=O)N1CCN(c2ccccc2)CC1)c1ccccc1	0%	14	3	7%	0%	-4%	i	-2%	1.1	-3.0%
COc1cccc(Cn2c(=O)c3ccccc3n3nc(C)cc23)c1	12%	9	15	7%	-8%	3%	i	-9%	1	-9.1%
COc1ccc(NC(=O)CN2C(=O)CSC(C)C2=O)c(OC)c1 (stereo not given)	5%	-13	19	-2%	38%	-3%	i	-4%	0.9	-5.6%

The final 4 compounds of the part above come first, to join the parts.
SMILES	human PMI inhibition	WT yeast gro inh	WT yeast gro inh mutant strain	P. falciparum M1AAP	P. falciparum M17LAP	PMI inhibition	Yfh1-off respiration	LYP phosphatase	TNAP activation fold	XIAP antagonists
Cc1cccc(C(=O)NC(C(=O)Nc2nc(-c3ccccn3)cs2)C(C)C)c1 (stereo not given)	-8%	72*	-9.0*	-11%	-7%	-9%	i	5%	1.3	-5.8%
CN(C(=O)COC(=O)c1ccccc1C(=O)N1CCN(c2ccccc2)CC1)c1ccccc1	0%	14	3	7%	0%	-4%	i	-2%	1.1	-3.0%
COc1cccc(Cn2c(=O)c3ccccc3n3nc(C)cc23)c1	12%	9	15	7%	-8%	3%	i	-9%	1	-9.1%
COc1ccc(NC(=O)CN2C(=O)CSC(C)C2=O)c(OC)c1 (stereo not given)	5%	-13	19	-2%	38%	-3%	i	-4%	0.9	-5.6%
FC(F)(F)c1cc(Cl)c2nnc(C(F)(F)Cl)n2c1	3%	0	-4	3%	-2%	9%	i	-10%	1	-0.2%
Cn1nccc1C(=O)N1CCc2c([nH]c3ccccc23)C1c1ccc(F)cc1 (stereo not given)	14%	13	-4	13%	-4%	8%	i	4%	1.1	-6.1%
Nc1nc[nH]c(=O)c1N=Cc1ccccc1	.	.	.	16%	2%	.	i	-8%	.	.
CC(/C=N/NC(=O)CN1CCN(Cc2ccc(Cl)cc2)CC1)=C\c1ccco1	-1%	4	-13	6%	29%	45%	i	0%	1	4.5%
O=C(COc1ccc(Cl)cc1[N+](=O)[O-])N/N=C/c1cccs1	15%	6	-5	5%	1%	19%	i	-6%	1	-10%
CCOC(=O)N1CCN=C1SCc1ccc(Cl)c(Cl)c1	6%	37	3	-4%	-3%	2%	i	-6%	1.1	-2.7%
CC(C)OC(=O)c1cccnc1SCc1cc(=O)n2ccccc2n1	0%	1	2	10%	3%	-3%	i	-3%	1.1	-2.4%
Cc1ccc(/C=N/N2CCN(C3c4ccccc4-c4ccccc43)CC2)s1	13%	7	-39	3%	-2%	17%	i	-2%	1.1	0.0%
COc1ccc(OC)c(-c2csc(N(CC3CCCO3)C(=O)Cc3ccccc3)n2)c1 (stereo not given)	15%	-7	-18	0%	-1%	10%	i	4%	1.1	-1.6%
CC1=NN(C(=O)CSCc2ccccc2)C(O)(c2ccc(Cl)cc2)C1 (stereo not given)	2%	25	26	4%	-6%	4%	i	-6%	1	-2.5%
COc1cccc(C(=O)N2CCOCC2)c1	-7%	-7	5	6%	0%	-11%	i	-4%	1	-3.3%
COc1cc(/C=C/CO)cc(OC)c1OC/C=C(\C)CCC=C(C)C	.	.	.	9%	-7%	.	i	-6%	.	.
CCOC(=O)c1ccc2c(c1)N(CC#N)C(=O)C(C)(C)O2	18%	11	14	0%	2%	14%	i	-11%	1.1	-7.0%
Cc1cc(NC(=O)c2ocnc2C)no1	10%	-2	23	2%	5%	0%	i	-3%	1.1	-2.3%
O=C(O)C1CSC2(c3ccc4c(c3)OCCO4)CCC(=O)N12 (stereo not given)	8%	12	11	-1%	-4%	0%	i	-3%	1.1	-4.7%
Cc1cc(NC(=O)c2cc(Cl)ccc2Cl)no1	5%	-15	-5	-2%	-4%	17%	i	-8%	1.1	0.0%
CCOC(=O)/C(C(C)=O)=C1/OC(=O)c2ccccc21	-10%	9	19	5%	3%	-11%	i	-6%	1	-4.3%
Cc1cc(C)c(NC(=S)NC(=O)c2ccc(-c3ccccc3)cc2)c(C)c1	19%	55	19	-2%	4%	1%	i	-1%	1	-2.4%
O=C(NCc1ccccn1)c1cc2ccccc2oc1=O	-1%	6	-13	5%	7%	-4%	i	-9%	1.1	-0.9%
COc1cc(OC)cc(C(=O)Nc2ccc([N+](=O)[O-])cn2)c1	-30%	5	-5	-3%	1%	-15%	i	-4%	1.2	1.7%
O=C(Nc1cccc2c1CCCC2)c1cc([N+](=O)[O-])cc([N+](=O)[O-])c1	-13%	-13	-4	8%	16%	1%	i	-5%	1.3	-7.8%
COC(=O)CCc1nc2ccccc2[nH]c1=O	9%	3	-8	9%	-9%	6%	i	-1%	1.1	-3.6%
COc1cccc(OC)c1OCCNC(C)(C)C	2%	5	6	1%	1%	-2%	i	-5%	1.1	-5.5%
COc1cccc(CC(NC(C)=O)C(=O)NC2CCN(c3c4c(nc5ncnn35)CCC4)CC2)c1OC (stereo not given)	.	-15	-16	20%	15%	.	i	-10%	1.1	1.5%
Cc1cc2nc(NC3=NCN(CCN4CCOCC4)CN3)nc(C)c2cc1C	-9%	.	.	.	.	-14%	.	-17%	1	-1.4%
CCOC(=O)C1CCCN(c2c(NCCCN(C)Cc3ccccc3)c(=O)c2=O)C1 (stereo not given)	8%	6	5	-4%	7%	9%	i	-4%	1.1	-6.7%
CCS(=O)(=O)N1CCc2cc(OC)c(OC)cc2C1	0%	11	12	-2%	10%	-3%	i	-6%	1.2	-1.6%
CC(C)Cc1cc(C(=O)Nc2cc(Cl)ccc2Cl)no1	18%	13	3	-5%	7%	16%	.	3%	1.1	-16%
Clc1ccc2oc(-c3ccccc3)cc(=NCCCN3CCOCC3)c2c1	-20%	63*	46*	-4%	-7%	-16%	i	-3%	1.1	-3.9%
O=C(CN1CCOc2ccccc21)NC1CCN(Cc2ccccc2)CC1	5%	6	0	3%	-12%	10%	i	-8%	1.1	-0.2%

The last two records of the section above are carried over, then new ones follow.
SMILES	human PMI inhibition	WT yeast gro inh	WT yeast gro inh mutant strain	P. falciparum M1AAP	P. falciparum M17LAP	PMI inhibition	Yfh1-off respiration	LYP phosphatase	TNAP activation fold	XIAP antagonists
Clc1ccc2oc(-c3ccccc3)cc(=NCCCN3CCOCC3)c2c1	-20%	63*	46*	-4%	-7%	-16%	i	-3%	1.1	-3.9%
O=C(CN1CCOc2ccccc21)NC1CCN(Cc2ccccc2)CC1	5%	6	0	3%	-12%	10%	i	-8%	1.1	-0.2%
c1ccc(CN2CCN(c3nc4ccccc4n4cnnc34)CC2)cc1	4%	0	2	2%	2%	6%	i	-1%	1.1	0.0%
Cn1c(=O)c2c(nc(NCCO)n2CCc2ccccc2)n(C)c1=O	9%	9	-16	-2%	-1%	6%	i	0%	1	0.6%
CC1(C)N=C(c2ccccc2)C(=O)N1	8%	-3	-4	2%	9%	6%	i	-6%	1.1	-1.6%
Cc1[nH]nc2c1C1(CCOCC1)C(C#N)=C(N)O2	-8%	-16	-11	5%	4%	-7%	i	-4%	1.2	-3.0%
COC(=O)CC1COc2ccccc2N1C(=O)c1cccc(Cl)c1 (stereo not given)	4%	13	-24	0%	-1%	-2%	i	-7%	1.1	-7.0%
C[n+]1cccc(C(=O)NCC2CCCO2)c1 (stereo not given)	9%	14	11	-1%	5%	5%	i	-7%	1	-4.2%
O=C(Nc1cccc2c1CCCC2)c1ccc(Cl)c([N+](=O)[O-])c1	8%	-18	20	6%	-6%	12%	i	-7%	1	-7.6%
COc1ccccc1N1CCN(C(=O)c2ccncc2)CC1	9%	-5	9	0%	1%	8%	i	-4%	1.1	-3.0%
COC(=O)[C@@]1(Cc2ccc(F)cc2)[C@H]2c3cc(C(=O)N(C)C)n(C[C@H](O)CO)c3C[C@H]2CN1C(=O)c1ccccc1	9%	2	-27	2%	1%	8%	i	-3%	1	-16%
O=C(c1cccs1)N1N=C(c2ccccc2)CC1c1ccccc1 (stereo not given)	22%	67*	48*	4%	4%	24%	i	5%	1.1	-4.7%
CO[C@H]1C[C@@H]2CC[C@@H](C)[C@@](O)(O2)C(=O)C(=O)N2CCCC[C@H]2C(=O)O[C@H]([C@H](C)C[C@@H]2CC[C@@H](O)[C@H](OC)C2)CC(=O)[C@H](C)C=C(C)[C@@H](O)[C@@H](OC)C(=O)[C@H](C)C[C@H](C)C=CC=CC=C1C	.	.	.	1%	-16%	.	i	2%	.	.
CCCCOc1ccccc1NC(=O)Cn1c(-c2nonc2N)nc2ccccc21	6%	1	-4	0%	-6%	3%	i	0%	1.1	-6.3%
Brc1ccc(-c2cn3cccnc3n2)cc1	-6%	9	5	8%	-13%	-17%	i	-11%	1.1	-1.2%
Nc1nc2nonc2nc1N	.	.	.	1%	-4%	.	i	-6%	.	.
CCOc1ccccc1Nc1ccc(C(=O)O)cc1NC(C)=O	7%	20	19	3%	-8%	-1%	i	-10%	1.1	-1.7%
Cc1cc(C)cc(C(=O)Oc2coc(CSc3nnc(NC(=O)C4CC4)s3)cc2=O)c1	12%	0	9	-1%	5%	17%	.	0%	1.1	1.7%
Cc1ccc2nsnc2c1NC(=O)COc1ccccc1	-12%	1	-2	3%	0%	-5%	i	0%	1.1	-5.7%

From PubChem BioAssay
